High-throughput results deposited in PubChem BioAssay by Southern Research Specialized Biocontainment Screening Center.
K1F lysis inhibition: inhibition of K1F phage lysis, E. coli UTI89, bacterial capsule biogenesis inhibitors, alamar blue (AID 488966) | E. coli UTI89 K1F phage lysis, alamar blue, 2 h; higher % means a stronger effect | inhibition, % at 100 µM; hits with a dose series show IC50 in µM | 0.02% of 340,000 active;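 active = phage lysis inhibition, versus mean bacterial control, above a set limit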;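 also: capsule biogenesis inhibitors block K1F phage lysis so surviving cells raise fluorescence; higher fluorescence means more inhibition of phage lysis; actives were called in the ten point dose series up to 300 µM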
Active calls of the source: *; [ ] = another dose, or the depositor's remark.

#	compound	K1F lysis inhibition
1	Cc1ccc(S(=O)(=O)N2CCC(C)CC2)cc1C(=O)NCCN1CCOCC1	0.0%
2	O=C(NCCc1ccc(Cl)cc1)C1(c2ccccc2)CC1	1.3%[50 µM]
3	C=CCn1c(SCC(=O)Nc2cccc(S(N)(=O)=O)c2)nnc1C1CCCCC1	2.3%[50 µM]
4	Nc1ccc(C(=O)NN2C(=O)[C@H](Cl)C2c2ccc(Cl)cc2)cc1 (stereo not given in full)	1.7%
5	CN(C(=O)CSc1nnc(-c2cccnc2)o1)C1CCCCC1	0.0%[50 µM]
6	CCOc1ccc(S(=O)(=O)NCCC(=O)NCCc2ccc(C(C)C)cc2)cc1	0.8%[50 µM]
7	CN(C)C(=O)COC(=O)c1cccc(S(=O)(=O)N2CC3(C)CC2CC(C)(C)C3)c1 (stereo not given)	0.2%[50 µM]
8	Cc1nc(SCC(=O)NCC2CCCO2)c2c3c(sc2n1)CCCC3 (stereo not given)	-0.6%
9	CCCCC[C@@H](/C=C/C1C(=O)C=C[C@H]1C/C=C\CCCC(=O)OC)OC(C)=O (stereo not given in full)	-0.3%
10	Cc1cccc(CN2CCc3c([nH]c4ccccc34)C2CC(C)C)n1 (stereo not given)	0.7%
11	O=C(CCNC(=O)c1ccc([N+](=O)[O-])cc1)NCCc1ccccc1	-0.1%
12	Cc1cc(C(=O)NNC(=O)C(CCC(N)=O)NS(=O)(=O)c2ccc(Cl)cc2)c(C)o1 (stereo not given)	0.8%
13	O=C(O)CC(Cc1ccc(Cl)cc1)C(=O)Nc1cc(Cl)ccc1Cl (stereo not given)	-1.1%
14	CCOc1ccc(NC(=O)CC2C(=O)NCCN2C(=O)Nc2ccccc2)cc1 (stereo not given)	0.4%
15	Cc1cccc(C(=O)N(CC(=O)Nc2sc(C)c(C)c2C(N)=O)C2CCCC2)c1	-0.2%
16	O=C(NNc1cc(C(F)(F)F)ccc1Cl)c1ccc(=O)[nH]c1	0.4%
17	Cc1ccc(CN2CC(C(=O)N(Cc3nnc(-c4ccccc4Cl)o3)C3CC3)CC2=O)cc1 (stereo not given)	-1.3%
18	Cc1ccc(S(=O)(=O)N2CCCCC2)cc1C(=O)N1C(C)CCCC1C (stereo not given)	0.3%[50 µM]
19	CCOc1ccc(OCCC(=O)Nc2ccc3c(c2)OCO3)cc1	0.2%[50 µM]
20	CCCn1c(=O)c(C(=O)NCCc2ccc(OC)cc2)c(O)c2ccccc21	3.7%

Molecules from the list above that contain two or more sulfur atoms:
#	compound	K1F lysis inhibition
3	C=CCn1c(SCC(=O)Nc2cccc(S(N)(=O)=O)c2)nnc1C1CCCCC1	2.3%[50 µM]
8	Cc1nc(SCC(=O)NCC2CCCO2)c2c3c(sc2n1)CCCC3 (stereo not given)	-0.6%

Reprinted at random: five compounds from above
#	compound	K1F lysis inhibition
18	Cc1ccc(S(=O)(=O)N2CCCCC2)cc1C(=O)N1C(C)CCCC1C (stereo not given)	0.3%[50 µM]
16	O=C(NNc1cc(C(F)(F)F)ccc1Cl)c1ccc(=O)[nH]c1	0.4%
11	O=C(CCNC(=O)c1ccc([N+](=O)[O-])cc1)NCCc1ccccc1	-0.1%
12	Cc1cc(C(=O)NNC(=O)C(CCC(N)=O)NS(=O)(=O)c2ccc(Cl)cc2)c(C)o1 (stereo not given)	0.8%
15	Cc1cccc(C(=O)N(CC(=O)Nc2sc(C)c(C)c2C(N)=O)C2CCCC2)c1	-0.2%

(more compounds)
#	compound	K1F lysis inhibition
21	Cc1ccc(C)c(/C=C2\CCn3c2nc2cc(C(=O)O)ccc2c3=O)c1	0.1%
22	Cc1ccc(N(C(=O)CNC(=O)c2ccco2)C(C(=O)NC2CCCC2)c2ccncc2)cc1 (stereo not given)	0.2%
23	Cc1ccc(NC(=O)N2CCC(NC(=O)c3cccc(C)c3)CC2)cc1	-0.1%
24	C/C(=N\NC(=O)c1ccccc1O)c1ccc(NC(=O)Cc2ccccc2)cc1	0.2%
25	Cc1[nH]c2ccc(OC(F)(F)F)cc2c1CCN1C(=O)c2ccc(C(=O)O)cc2C1=O	0.1%
26	C=CCn1c(C)cc(C(=O)COC(=O)CCc2cc(OC)c(OC)c(OC)c2)c1C	2.9%
27	CCOc1ccc(CN(C)C(=O)CNC(=O)C2CCCCC2)cc1	0.1%
28	COCc1c(C(=O)N2CCc3ccccc32)oc2ccccc12	0.1%
29	Cc1cc(C)n(C(C)CNS(=O)(=O)c2ccccc2)n1 (stereo not given)	-0.9%
30	Cc1cccc(N(C(=O)c2snc(C(N)=O)c2N)C(C(=O)NC2CCCC2)c2ccco2)c1 (stereo not given)	0.4%
31	CCCCNC(=O)O[C@@H]1C[C@H]2CCCC(=O)N3CC[C@@H](C1)[C@@H]23	0.6%
32	O=C(NCCc1ccccc1)C1CCN(Cc2cccc3ccccc23)CC1	0.3%
33	COc1ccc(NC(=O)COC(=O)CCSc2ccccc2)cc1OC	0.2%[50 µM]
34	COc1ccc(NC(=O)COC(=O)CN2C(=O)NC(C)(C)C2=O)cc1	0.2%[50 µM]
35	COc1ccc2nc(SCC(=O)NC(C)c3ccccc3)[nH]c2c1 (stereo not given)	0.4%[50 µM]
36	O=C(CSc1ccc(-c2cccnc2)nn1)Nc1ccc(F)cc1F	-0.1%
37	C=C(C(=O)Nc1ccccc1)c1ccc(C)cc1	-0.2%
38	CC1CCCC(NC(=O)Cn2cc([N+](=O)[O-])ccc2=O)C1C (stereo not given)	1.1%[50 µM]
39	CN(Cc1ccc(Cl)cc1)C(=O)COC(=O)CSc1ccc([N+](=O)[O-])cc1	-0.2%[50 µM]
40	COc1ccccc1N(C(=O)c1snc(C(N)=O)c1N)C(C(=O)NC1CCCC1)c1ccc(N(C)C)cc1 (stereo not given)	0.1%
41	CCOC(=O)N1CCN(C2CCCN(C(=O)c3ccccc3C(F)(F)F)C2)CC1 (stereo not given)	-0.3%
42	CCOc1ccccc1N1CCN(C(=O)c2ccc3nc(N)sc3c2)CC1	1.1%[50 µM]
43	COc1ccc(NC(=O)N(C)C[C@@H]2Oc3ccc(NC(=O)NC(C)C)cc3CC(=O)N([C@H](C)CO)C[C@@H]2C)cc1	-0.4%
44	COCCCNC(=O)/C(C#N)=C/c1c(N2CCN(c3ccc(OC)cc3)CC2)nc2c(C)cccn2c1=O	0.0%
45	Cc1cccc(NC(=O)c2ccc3c(=O)n(CC4CCCO4)c(=S)[nH]c3c2)c1 (stereo not given)	0.1%
46	COc1ccc(CCNC(=O)CSc2nc3scc(-c4ccccc4)c3c(=O)[nH]2)cc1	-0.3%[50 µM]
47	O=C(c1ccc(Cl)cc1)C(CN1CCCCC1)c1ccccc1 (stereo not given)	-3.0%[50 µM]
48	Cc1ccc2nc(NC(=O)C3CSC4(C)CCC(=O)N34)sc2c1 (stereo not given)	1.1%[50 µM]
49	CCOC(=O)c1cn2nc(SCc3ccccc3)nc2nc1C	1.3%
50	Cc1cccc(C(C)C)c1NC(=O)C(C)OC(=O)Cn1cnc2c1c(=O)n(C)c(=O)n2C (stereo not given)	1.7%[50 µM]
51	COc1ccc(CC(=O)OCC(=O)c2c(N)n(C)c(=O)n(C)c2=O)cc1OC	1.1%[50 µM]
52	Cc1cccc(OCC(=O)Nc2nnc(S(=O)(=O)N3CCCCC3)s2)c1	5.0%
53	Cc1cccc(NS(=O)(=O)c2cccc(C(=O)NCC3(N4CCCCC4)CCCCC3)c2)c1	0.3%[50 µM]
54	CCN(CC(=O)Nc1ccc(NC(C)=O)cc1)C(=O)c1ccccc1CCc1ccccc1	-0.1%[50 µM]
55	Cc1ccc2c(c1)C(=O)C(=O)N2Cc1ccc(Br)cc1	0.6%
56	CCc1ccc(NC(=O)CCn2nc(C)c(S(=O)(=O)N3CCCCC3)c2C)cc1	0.0%
57	CC(CC(=O)N1CCN(C(=O)c2ccccc2)CC1)c1ccccc1 (stereo not given)	0.3%
58	CCCCn1c(N)c(N(CC(C)C)C(=O)c2ccc(-n3c(C)ccc3C)cc2)c(=O)[nH]c1=O	1.8%[50 µM]
59	Cc1ccccc1C(N)=O	2.7%
60	O=C(CSc1nnc(NC(=O)c2ccccc2)s1)NCc1ccco1	0.2%
61	O=C(O)c1ccc(N2N=C(c3ccccc3)CC2c2ccccc2)cc1 (stereo not given)	0.6%
62	COc1ccc(C(=O)NC(=S)N2CCCCC2c2cccnc2)cc1OC (stereo not given)	0.0%
63	COc1ccc(CN(C)C(=O)Cn2cnc3c(NCc4ccccc4)ncnc32)cc1OC	0.5%
64	CC(=O)N(C)c1ccc(N=NC2C(=O)N(C(N)=S)N=C2C)cc1 (stereo not given)	-1.0%
65	CCN(CC(=O)Nc1c(F)cccc1F)C(=O)CNC(=O)c1sc2ccccc2c1Cl	0.1%[50 µM]
66	CCN1CCN(CCCNC(=O)c2ccc(NC(=O)C3=C(C)OCCS3)cc2)CC1	0.1%
67	COc1cccc(NC(=O)NNC(=O)C(C)Oc2ccc3ccccc3c2)c1 (stereo not given)	0.0%
68	CCOc1ccc(C2/C(=C(/O)c3ccc4c(c3)CC(C)O4)C(=O)C(=O)N2CC2CCCO2)cc1 (stereo not given)	0.9%
69	COc1ccccc1OCCNC(=O)c1ccc(NC(=O)CC2SC(N3CCCC3)=NC2=O)cc1 (stereo not given)	0.5%[50 µM]
70	COc1ccccc1Nc1ncnc2c1c(C)c(C)n2CCCN(C)C	1.7%[50 µM]

New compounds follow
#	compound	K1F lysis inhibition
71	Nc1nnc(SCC(=O)Nc2nnc(-c3ccccc3)o2)s1	0.7%[50 µM]
72	CCCN(C1CCS(=O)(=O)C1)S(=O)(=O)c1ccc2ccccc2c1 (stereo not given)	1.1%[50 µM]
73	CCSc1nc(N)c(NC(=O)c2ccc(Br)o2)c(=O)[nH]1	-0.1%
74	O=C(c1ccccc1Br)N1CCN(c2ccccn2)CC1	-0.1%
75	CC(=O)c1ccc(OCc2cc(C(=O)N(C)CCOc3ccc(C)cc3)no2)cc1	-0.2%
76	COc1cccc(/C=N/NC(=O)C(=O)N2CCCCCC2)c1OC	0.0%
77	COc1ccc2oc(C(=O)OCC(=O)Nc3cc(S(=O)(=O)N4CCOCC4)ccc3C)c(C)c2c1	1.3%[50 µM]
78	CCOC(=O)c1c(-c2ccco2)csc1NC(=O)COC(=O)c1cnc(C)cn1	-0.9%
79	Cc1cc(C)c(C(=O)NNC(=O)c2cccnc2)c(C)c1	-0.2%
80	Cc1cccc(OCC(=O)Nc2nnc(S(=O)(=O)N3CCCCCC3)s2)c1	-2.1%
81	Cn1c(COc2ccc([N+](=O)[O-])cc2)nnc1SCC(=O)NCC1CCCO1 (stereo not given)	0.2%
82	CCN1C[C@@H]2[C@@H]3C(=O)N(C)C(=O)[C@@H]3[C@](C)(C1=O)N2C(=O)c1ccc(Cl)cc1	0.7%
83	CC(C)C(=O)NC(c1ccc(Cl)cc1Cl)c1ccc2cccnc2c1O (stereo not given)	-0.1%
84	COc1ccc(C2=NN(C(=O)CCC(=O)O)C(c3ccc(F)cc3)C2)cc1 (stereo not given)	-0.2%
85	Cc1ccc(C(=O)NC(=S)NNC(=O)c2cccc([N+](=O)[O-])c2)cc1	0.4%
86	CCCSc1nsc(NC(=O)Nc2ccc(F)cc2F)n1	0.1%
87	CCOC(=O)C1CCN(C(=O)COC(=O)c2ccc([N+](=O)[O-])o2)CC1	-1.0%[50 µM]
88	Cc1cc(C)cc(N(C(=O)c2csnn2)C(C(=O)NC2CCCCC2)c2cccnc2)c1 (stereo not given)	-0.5%
89	Cc1cc(Cl)ccc1NC(=S)NCc1ccc(F)cc1	0.2%
90	CCCN(C(=O)CSCC(=O)Nc1ccc(OC)cc1)c1c(N)n(Cc2ccccc2)c(=O)[nH]c1=O	0.8%[50 µM]
91	Cc1cccc(NC(=O)CN2CCc3cc4c(cc3C2C)OCCCO4)c1 (stereo not given)	0.2%
92	O=C(CC1C[C@H](C(=O)N2CCOCC2)[C@@]2(CCC3CCCC3)c3[nH]c4ccccc4c3CCN2C1=O)NCc1ccco1 (stereo not given in full)	0.1%
93	CC1(c2ccc(OC(F)F)cc2)NC(=O)N(CC(=O)Nc2ccc(Cl)cc2F)C1=O (stereo not given)	-1.3%
94	Cn1cnc(C(=O)N2CCc3ccccc3C2)c1C(=O)N1CCc2ccccc2C1	2.5%
95	O=c1[nH]c2nc(Br)[nH]c(=O)c2[nH]1	0.5%
96	Cc1ccccc1CC(=O)Nc1ccc2c(c1)CCC2	0.3%
97	CCOC(=O)N1CCC(N2C(=O)c3ccc(C(=O)Nc4ccc(OC)c(OC)c4)cc3C2=O)CC1	0.3%
98	O=C(Nc1ccc(S(=O)(=O)NCCc2ccccc2)cc1)c1ccncc1	1.0%[50 µM]
99	Cc1ccccc1NC(=O)c1cccc(S(=O)(=O)Nc2cccc(C(=O)O)c2)c1	0.1%
100	CN(Cc1ccc(Br)s1)C(=O)CNC(=O)c1ccc2c(c1)OCO2	0.8%[50 µM]

4 entries already listed, sorted by molecular weight, ascending.
#	compound	K1F lysis inhibition
96	Cc1ccccc1CC(=O)Nc1ccc2c(c1)CCC2	0.3%
98	O=C(Nc1ccc(S(=O)(=O)NCCc2ccccc2)cc1)c1ccncc1	1.0%[50 µM]
99	Cc1ccccc1NC(=O)c1cccc(S(=O)(=O)Nc2cccc(C(=O)O)c2)c1	0.1%
97	CCOC(=O)N1CCC(N2C(=O)c3ccc(C(=O)Nc4ccc(OC)c(OC)c4)cc3C2=O)CC1	0.3%

(next part)
#	compound	K1F lysis inhibition
101	C/C(CC(=O)Nc1ccc(Cl)cc1C(F)(F)F)=N\NC(=O)c1ccccn1	0.2%
102	Cc1c(C)n(C)c2ccc(C(=O)N3CCN(c4ccccn4)CC3)cc12	0.3%
103	Cc1ccc(NC(=O)CCN2CCCCC2)cc1	0.1%
104	COc1ccc(OC)c(C2=NS(=O)(=O)N(C)C(C(=O)Nc3ccc(F)cc3F)=C2)c1	0.6%
105	CCOC(=O)c1ccc(N2C(=O)C(O)=C(C(C)=O)C2c2ccc([N+](=O)[O-])cc2)cc1 (stereo not given)	-1.4%
106	COc1ccc(Cl)cc1-c1nc(SCC(=O)N(C)C2CCS(=O)(=O)C2)n[nH]1 (stereo not given)	-2.6%

An excerpt (hit frequency here may not be typical).
